Screens deposited in PubChem BioAssay by several laboratories.
m5-HT2A agonist: activates the mouse 5-HT2A serotonin receptor; P35363; CHO-K1 mHTR2A beta-arrestin complementation, luminescence; percent of 30 µM serotonin response; activation, % at 7.6 µM; actives 0.66% (n = 360,000); AID 624169;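 active = activation above a run cutoff, the mean activation of all tested compounds plus 3 SD, cut at about 14% in these data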;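 note: 0% = plate median of compound wells and 100% = 30 µM serotonin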
Cardio protect: protects H9c2 cardiomyocytes from peroxide injury | H2O2 injury protection, ATPLite, 2 h | protection from H2O2 cell death, % at 20 µM | actives 0.63% (n = 360,000);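 active = compounds giving at least 50% protection of heart cells from peroxide-induced death in the single-dose screen, raw or plate-pattern-corrected value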;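 note: 0% = DMSO wells with peroxide and 100% = DMSO wells without peroxide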
Granule exo inh: lytic granule exocytosis inhibition; TALL-104 LAMP-1 surface exposure, flow cytometry; cells stimulated with thapsigargin and PMA; inhibition, % at 10 µM; actives 0.66% (n = 360,000); AID 651702;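 active = inhibition above about 55%, limit read from the data; inconclusive = no clear call, values can overlap the other calls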
CaV13 ICDI inh: Primary screen for inhibitors of IQ motif and Ca2+-dependent inactivation inhibitor domain binding in CACNA1D, Förster resonance energy transfer in living cells, …; inhibition, % at 12.3 µM; actives 0.098% (n = 340,000); HEK cells, CFP/YFP FRET ICDI-IQ, plate reader, 10 min; percent FRET-ratio fall versus neutral wells;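 active = mean replicate inhibition of at least 30% and at least 1% of replicates passing that level; inconclusive = only one of the two criteria is met; inactive = neither criterion is met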;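 note: 0% = median of the neutral control wells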
Vif imaging: inhibitors of HIV Vif; inhibition, % at 7.49 µM; HEK293T cells, Vif self-association by quenched fluorescence, imaging, 24 h; actives 0.35% (n = 340,000); AID 602346; in the data active = inhibition above about 50%, passing the limit was not always enough; inconclusive = no clear call, values can overlap the other calls; inactive = below about 31%; note: some results filed as inactive read as strong as hits
PDI inh: blocks human protein disulfide isomerase activity; P07237; PDI insulin aggregation turbidity, A650, 90 min; inhibition, % at 10 µM; actives 0.052% (n = 350,000);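 active = mean inhibition across replicates of 30% or more, whatever share of single replicates reach that level; inconclusive = mean inhibition below 30% while every single replicate reaches 30%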;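 note: absorbance from insulin aggregation driven by PDI reduction with DTT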
N-glyco inh: N-linked glycosylation inhibition; D54 ERlucT glycosylation luciferase reporter, 24 h; percent of 100 nM tunicamycin response; reporter increase, % at 12.5 µM; actives 0.23% (n = 360,000);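 active = mean luciferase reporter signal, scaled so untreated is 0 and the glycosylation-blocking control 100, at or above a set limit in every replicate; inconclusive = mean reaches the limit but not every replicate does; inactive = mean below the limit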;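 note: luciferase carries N-glycosylation sites so blocking glycosylation raises the light; 0% = median of neutral control wells and 100% = median of 100 nM tunicamycin wells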
hiPSC survival: increases survival of single human iPS cells | hiPSC single-cell survival, ATPlite luminescence; 100% = ROCK inhibitor wells, 0% = DMSO | actives 0.044% (n = 360,000) | AID 602274 | survival enhancement, % at 20 µM; in the data active = survival enhancement above about 18%;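 note: cells exposed to compounds for 16 hours before the ATP read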
aDG glyco up: increases alpha dystroglycan glycosylation; actives 0.22% (n = 360,000); Pro5-aDG cells, alpha-DG glycosylation AlphaScreen (IIH6); 0% Pro5, 100% B10-LARGE cell signal; activation, % at 10 µM;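 active = activation of at least 8% versus controls, or a plate z-score of at least 8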;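 note: Pro5 are CHO cells carrying HIG-tagged alpha-DG that lacks glycosylation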
ABCB6 inh MLPCN: inhibitors of human ABC transporter ABCB6; Q9NP58; K562-ABCB6 porphyrin accumulation, flow cytometry, 1 h; stronger effect = lower value; fluorescence ratio to DMSO, % at 10 µM; actives 0.19% (n = 360,000);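 active = fluorescence ratio to DMSO below 75%, the collection mean minus 3 SD; inconclusive = too few cells collected in the well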;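 note: signal is porphyrin accumulated inside mitochondria; 100% equals median channel fluorescence of DMSO control wells; lower ratio means ABCB6 inhibition with less porphyrin fluorescence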
Target sequence (Q9NP58 whole entry, looked up): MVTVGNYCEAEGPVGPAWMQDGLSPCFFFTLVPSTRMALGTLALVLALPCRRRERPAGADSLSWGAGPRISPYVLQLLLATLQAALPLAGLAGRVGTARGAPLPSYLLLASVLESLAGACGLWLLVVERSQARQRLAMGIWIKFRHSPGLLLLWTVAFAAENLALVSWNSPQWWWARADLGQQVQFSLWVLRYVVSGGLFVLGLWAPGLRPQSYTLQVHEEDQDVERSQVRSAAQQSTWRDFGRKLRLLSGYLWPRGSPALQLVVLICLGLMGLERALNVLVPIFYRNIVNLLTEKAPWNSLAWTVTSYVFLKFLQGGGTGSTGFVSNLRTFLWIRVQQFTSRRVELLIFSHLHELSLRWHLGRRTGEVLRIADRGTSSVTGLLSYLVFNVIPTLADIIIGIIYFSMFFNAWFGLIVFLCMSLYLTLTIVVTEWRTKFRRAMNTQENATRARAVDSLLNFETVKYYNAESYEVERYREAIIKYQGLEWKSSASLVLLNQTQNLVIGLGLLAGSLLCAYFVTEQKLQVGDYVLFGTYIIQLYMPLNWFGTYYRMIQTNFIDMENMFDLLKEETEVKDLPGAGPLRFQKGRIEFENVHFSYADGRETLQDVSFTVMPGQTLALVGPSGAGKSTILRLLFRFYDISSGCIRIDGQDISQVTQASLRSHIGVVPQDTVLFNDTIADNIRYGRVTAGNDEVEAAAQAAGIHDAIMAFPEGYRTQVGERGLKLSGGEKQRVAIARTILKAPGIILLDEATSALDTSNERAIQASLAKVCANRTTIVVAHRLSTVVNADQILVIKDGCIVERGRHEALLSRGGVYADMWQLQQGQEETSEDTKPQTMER
* hit, by the source's call; ? = inconclusive; nt = no result given.

SMILES	m5-HT2A agonist	Cardio protect	Granule exo inh	CaV13 ICDI inh	Vif imaging	PDI inh	N-glyco inh	hiPSC survival	aDG glyco up	ABCB6 inh MLPCN
CC(=O)c1cccc(NC(=O)C2CCN(S(=O)(=O)c3ccc(F)cc3)CC2)c1	1	3	-1	-3	-2	-24	0	0.8	3.4	97
CCOC(=O)NCc1ccc(S(=O)(=O)Nc2c(C)cccc2C)cc1	-6	2	2	-10	-4	-12	-2	0.5	0.0	94
O=c1[nH]c(C2CCCN(S(=O)(=O)c3ccccc3)C2)nc2c1nnn2Cc1cccc(Cl)c1 (stereo not given)	-2	-6	10	-3	-7	0	0	-0.5	-0.2	96
CC(=N/O)/C(=N\O)c1ccc(C)o1	3	-11	1	-4	4	-23	-1	-0.7	0.1	93
CCCN(CCC)Cc1c(C(=O)OCC)nnn1-c1nonc1N	1	-7	1	-6	2	-16	3	-2.1	1.3	110
Cc1ccnc(S(=O)(=O)Cc2ccc([N+](=O)[O-])cc2)n1	6	-1	4	-4	-10	-13	7	-0.4	0.5	101
COc1ccc(CNC(=O)C2CCN(S(=O)(=O)N3CCC4(CC3)OCCO4)CC2)c(OC)c1	-2	-5	-3	-3	2	-18	1	-0.3	-0.2	98
O=C(N/N=C/C=C/c1ccccc1)c1n[nH]c2c1CCC2	-5	-3	-3	nt	-90	6	19	1.3	-0.1	94
COc1cc2c(cc1OC)C(/C(C#N)=N\O)=NC(C)(C)C2	1	-7	-3	-3	nt	3	-2	6.8	0.0	101
CCc1cc(CNC(=O)C2CCC(=O)N(CCc3ccc(OC)cc3)C2)on1 (stereo not given)	-2	1	2	-9	2	-2	3	-0.4	0.0	100
COc1ccc(N2C(=O)C3C(C2=O)C(C(=O)c2ccccc2)N2CCCC32)cc1 (stereo not given)	-4	2	1	-5	13	-2	4	-0.3	0.0	98
COCCCN1CC(=O)N2Cc3[nH]c4ccccc4c3C[C@H]2C1=O	-2	3	7	-5	-4	4	2	-0.5	0.3	101
COc1ccc2nc(NC(=O)[C@@H]3CCCN3C(=O)c3cccs3)sc2c1	-1	-4	4	-15	1	1	3	0.0	0.2	101
CC(C)Nc1ncnc2c1ncn2[C@H]1CN(Cc2ccc(-c3ccccc3)cc2)C[C@@H](CO)O1	11	-12	-1	-3	-15	3	-2	1.5	3.6	99
CC(C)(C)c1ccc(-c2nnc(N)s2)cc1	0	-23	-2	3	-1	-2	-7	-0.9	0.2	101
CCCOc1ccc(C(=O)c2ccccc2C(=O)O)cc1OCCC	11	7	-3	-7	7	-5	2	0.0	0.0	90
CCOc1ccc(NC(=O)CN(C)C(=O)c2cn3ccccc3n2)cc1OCC	5	-6	2	-2	3	2	2	-0.4	0.0	98
O=C1c2ccccc2C(=O)N1CCCCCCc1ccccc1	-1	-10	-3	-12	-6	-1	2	3.7	0.1	93
COc1ccc(CC(=O)Nc2nc(-c3ccc(OC)c(OC)c3)cs2)cc1OC	-7	-3	9	-7	-9	6	-4	0.3	0.4	92
COc1ccc(C(=O)COC(=O)c2ccccn2)cc1OC	-5	9	3	-5	-1	-3	2	-0.4	0.0	100
C=CCn1cnc2c(nnn2-c2ccc(C)c(C)c2)c1=O	-3	-4	-1	-4	0	4	1	-0.5	-0.1	97
CCCCC(CC(O)COCCC)C(=O)NN (stereo not given)	-1	14	-13	9	38	5	1	-1.7	-0.1	107
CCCN=C1N(CC)C[C@@H]2[C@@H]3C(=O)N(Cc4ccccc4)C(=O)[C@@H]3[C@](C)(C(=O)OC)N12	4	14	-2	-5	0	2	0	-0.6	-0.4	101
CCOC(=O)C1=C(c2ccccc2)NC(=O)NC1c1cc(Cl)c(O)c(OC)c1 (stereo not given)	-3	5	2	-22	4	-3	-4	-0.2	0.0	100
O=C(COC(=O)CCS(=O)(=O)c1ccccc1)Nc1ccccc1	0	12	7	-2	19	-4	-1	3.6	-0.1	99

(listing goes on)
SMILES	m5-HT2A agonist	Cardio protect	Granule exo inh	CaV13 ICDI inh	Vif imaging	PDI inh	N-glyco inh	hiPSC survival	aDG glyco up	ABCB6 inh MLPCN
Cc1ccc(-c2nc3ccccc3[nH]2)cn1	1	-8	-9	-1	0	6	1	0.2	-0.1	96
O=C(CC1SC(=Nc2ccc(OC(F)F)cc2)N(CCN2CCOCC2)C1=O)Nc1ccc(F)cc1F (stereo not given)	-7	6	2	-7	-2	2	1	-0.9	0.3	103
COc1ccc(-c2nc3c(s2)CN(S(C)(=O)=O)CC3)cc1OC	-4	4	-2	-5	-10	-14	3	0.4	-0.1	101
c1ccc(Nc2scc(-c3ccccc3)[n+]2Cc2ccco2)cc1	-8	-11	-1	-16	-2	-5	-3	-0.7	0.2	102
Cc1cccc2nc3ccccc3nc12	3	-20	-1	0	1	5	14	0.4	-0.1	100
CCCCc1ccc(NC(=O)NCc2cccnc2)cc1	-10	-4	0	nt	-5	4	-1	1.1	0.1	97
CC(Oc1ccc(Cl)cc1Cl)C(=O)NC(Cc1ccccc1)C(=O)O (stereo not given)	3	-1	-7	-3	-10	4	0	1.1	0.3	99
CCOCCCn1c(SCC(=O)Nc2oc(C)c3c(C)n[nH]c(=O)c23)nc2ccccc2c1=O	-8	9	0	-5	-3	-5	3	-0.3	-0.2	97
Cc1c(NC(=O)Cn2[nH]c(=O)c3ccccc3c2=O)c(=O)n(-c2ccccc2)n1C	3	64*	-3	-5	-1	1	1	-1.9	-0.2	101
Cc1cc(Cl)c2oc(C(=O)NCC(C)(C)N3CCOCC3)c(C)c2c1	-2	1	-3	-2	-1	-3	-6	-0.6	1.0	98
COc1ccc(-c2nc3c(c(SCC(=O)N4CCOCC4)n2)Cc2c(CO)cnc(C)c2O3)cc1	5	77*	9	-3	6	5	0	0.1	-0.9	103
CCN1CCN(C(=O)/C=C/c2ccccc2[N+](=O)[O-])CC1	0	10	0	-4	0	-2	-1	0.8	0.2	97
O=C(NC1=NCCS1)c1cc(-c2ccc(F)cc2)nc2ccccc12	3	7	-7	-3	0	14	-7	-1.4	0.0	96
CC1C(=O)NN=C1C(=O)N/N=C\c1ccc(O)cc1O (stereo not given)	-3	6	2	-5	-7	0	2	3.8	-0.3	100
FC(F)(F)c1cnc(NNC(=S)Nc2ccc(Cl)cc2)c(Cl)c1	-10	-15	-5	-12	-14	-6	1	-1.4	1.5	93
CCSc1nnc(SCC(=O)c2c(N)n(C)c(=O)n(C)c2=O)s1	4	-10	1	-3	-7	2	-1	-0.1	4.2*	92
COc1ccc(S(=O)(=O)NCCC(C)C)cc1C	-3	-2	-2	-4	nt	-10	-1	8.6	-0.1	93
Cn1c(SCC(=O)Nc2nccs2)nnc1-c1ccco1	-4	1	1	-7	-1	-1	2	-3.0	0.3	95
NNC(=O)c1sccc1OCc1ccc(Cl)cc1Cl	-1	-2	2	-1	-5	2	-1	-1.9	0.0	93
COC(=O)c1ccccc1NC(=O)Cn1nnc(-c2ccc(OC)cc2)n1	7	-5	2	nt	6	-2	?	1.5	-0.1	98
CCOc1ccc(NC(=O)N2CCC(C(=O)c3ccc(F)cc3)CC2)cc1	-4	-8	-1	nt	-5	-1	-5	-1.5	0.4	93
CCCCNC(=S)N=Nc1c(O)[nH]c2ccccc12	-3	12	11	2	-3	-7	-1	-1.6	0.1	93
O=C(CCC1CCCC1)c1c(O)c2ccccc2oc1=O	6	-10	2	-6	-9	nt	0	0.3	0.2	98
COc1ccc(/C(C)=N/Nc2cccc(C(=O)O)c2)cc1OC	4	2	-2	-19	7	10	-1	-0.2	-0.4	101
CCOc1ccc(S(=O)(=O)NC(C)C(=O)NCc2ccc3c(c2)OCO3)cc1 (stereo not given)	8	6	-7	-3	1	6	0	-0.4	-0.2	96

Other entries
SMILES	m5-HT2A agonist	Cardio protect	Granule exo inh	CaV13 ICDI inh	Vif imaging	PDI inh	N-glyco inh	hiPSC survival	aDG glyco up	ABCB6 inh MLPCN
NC(=O)c1ccnc2c(O)cccc12	-9	9	16	-5	-4	3	4	0.8	0.1	100
CC(C)CC(C(=O)O)N(Cc1ccccc1)Cc1ccccc1 (stereo not given)	0	3	1	0	2	-3	-1	-0.7	-0.4	96
COc1ccc(S(=O)(=O)N2CCCCCC2)cc1NC(=O)c1ccccc1	0	-5	-5	-5	-11	2	-3	0.2	-0.2	106
COc1ccc(-c2noc(-c3ccc(C)cc3)n2)cc1	-2	-24	0	nt	-7	2	-2	0.4	-0.1	97
CN(Cc1n[nH]c(=S)n1C)S(=O)(=O)c1ccccc1	-1	3	-3	-8	-2	-1	2	-1.1	-0.2	96
CCCOc1ccc(-c2nc(C#N)c(N3CCN(C)CC3)o2)cc1	-7	-4	1	-4	14	-4	3	0.3	0.4	113
CCn1cnc2sc(C(=O)N3CCN(c4ccc(OC)cc4)CC3)c(C)c2c1=O	-2	1	-1	-4	0	-5	-2	-0.5	0.1	103
C#CCOCCOCCOCCNc1nc(N2CCN(C(=O)[C@H](CCCCN)n3cc([C@@H](N)[C@H](C)CC)nn3)CC2)nc(N2CCN(C(=O)[C@H](CCC(=O)O)n3cc([C@@H](N)CCCCN)nn3)CC2)n1	-8	-1	-4	-6	nt	3	-1	9.8	-0.2	103
CN(Cc1cccc2cnccc12)C(=O)c1cc(COc2ccc(F)cc2F)on1	-6	-16	5	-6	nt	-2	nt	1.5	2.1	91
CCC(C)[C@H](NC(=O)NCC1CCCO1)C(=O)OC (stereo not given in full)	-5	0	-3	-6	1	0	1	0.5	-0.2	102
Cc1ccc(NC(=O)Cn2cnc3ccccc32)cc1C	10	-3	3	-7	2	-5	0	1.1	-0.1	96
COc1ccc(CS(=O)(=O)c2nc(C)cc(C)c2S(C)(=O)=O)cc1	2	-5	-3	-5	-2	7	-2	-1.0	-0.5	99
Cc1cnc(C(=O)OCC(=O)C23CC4CC(CC(C4)C2)C3)cn1	5	-1	-4	-8	1	0	-1	-0.2	-0.5	100
COc1ccc(NC(=O)c2ccccc2-c2ccccc2C(=O)O)cc1	6	1	-6	-2	0	5	-1	1.0	0.0	97
CCC1CCCCN1Cc1ccc(CNS(=O)(=O)c2ccc3c(c2)oc(=O)n3C)o1 (stereo not given)	-2	-4	2	-4	2	-3	2	8.6	-0.2	100
O=C(Nc1ccc2c(c1)OCO2)c1cc(C2CCCN(C(=O)CCCc3ccccc3)C2)on1 (stereo not given)	9	5	-3	-5	6	-5	-4	-1.7	-0.3	94
COc1ccc(CCNC(=O)c2cc3cc(Cl)ccc3nc2N)cc1OC	14	nt	-4	nt	nt	nt	nt	-0.4	0.7	96
COc1cc2c3c(c1OC)C1(C=CC(=O)C=C1)CC3N(C(=O)CCC(=O)O)CC2 (stereo not given)	6	0	6	-7	-4	6	2	-0.4	0.0	96
CCCCCCCC(=O)C(C)C(=O)N(C)[C@H](Cc1ccc(OC)cc1)C(=O)N(C)[C@H](C(N)=O)C(C)C (stereo not given in full)	0	2	8	-5	11	19	0	-0.2	0.3	97
Cc1nn(-c2ccccc2)c(Cl)c1/C=N/NC(=O)c1ccccc1NS(=O)(=O)c1cccs1	4	-14	29	-13	-3	15	-1	-0.3	0.1	107
Cc1cc(C)cc(NC(=O)c2cccc(C(=O)Nc3cc(C)cc(C)c3)n2)c1	-1	0	-23	-3	-3	7	1	0.1	0.1	93
O=C(CSc1ncnc2sc3c(c12)CCCCC3)NCc1ccco1	1	4	2	-5	1	-8	16	2.1	-0.2	96
